GLP1R cytotox – cytotoxicity counter-screen for GLP-1 receptor inverse agonists; Potency, µM (highest dose often 38.3 µM), for the others: at the top dose activity change, negative = inhibition, hits mostly inhibitors; 410,000 tested, 0.13% active; AID 624418; HEK293 cAMP-luciferase reporter cells, luminescence, 24 h;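 note: loss of luciferase light is scored as toxicity; potency is the fitted concentration of half-maximal effect; % is set by controls: 0 for no effect and ±100 for the full control effect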
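Seeding density was 200 cells/uL; after overnight-length (12 h) culture, 23 nL compounds went on for 24 h at 37 °C. Readout used a luciferase detection reagent, luminescence taken after 12 min at room temperature.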
aSyn rescue – alpha-synuclein toxicity inhibition in yeast; AID 652106; 370,000 tested, 0.14% active; Potency, µM (highest dose often 46.1 µM), inactives show top-dose growth rescue (activation), hits mostly activators; Yeast expressing alpha-synuclein, growth rescue, BacTiter-Glo, 24 h; note: potency is the fitted concentration of half-maximal effect; % of control where 0% means no effect; nearly all actives have a fitted effect of over 65% in size
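Galactose-induced alpha-syn yeast (OD600=0.02, raffinose-pregrown) + pinned cpd, 24 hr, 30 deg C; growth by BacTiter-Glo luminescence. Growth restoration scores as activation.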
FUS yeast rescue – suppressors of FUS proteinopathy in yeast | Potency, µM (top dose mostly 76.6 µM), for inactives: at the top dose growth rescue (activation), hits mostly activators | AID 1347120 | S. cerevisiae FUS-expressing, growth rescue, OD600, 24 h | 390,000 tested, 0.24% active;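 note: potency is the fitted concentration of half-maximal effect; plate controls were DMSO vehicle for no effect and reference control for full effect; nearly all actives have a fitted effect of over 55% in size; some results filed as inactive show a strong effect at the top dose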
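FUS-expressing yeast, raffinose-pregrown, induced in 2% galactose minimal medium at OD 0.005; compounds in a dilution series, 24hr at 30C. Growth restoration read as absorbance at 600 nm. CP55940 positive control, DMSO negative.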
MmCpn inh – inhibitors of Methanococcus maripaludis chaperonin (MmCpn); Potency, µM (titrated, usually from 76.9 µM), inactives show at the highest dose activity, negative = inhibition, usual class: inhibitors; AID 504842; purified Mm-Cpn ATPase, ADP Transcreener TR-FRET; 330,000 tested, 0.031% active; note: potency is the fitted concentration of half-maximal effect; % is set by controls: 0 for no effect and ±100 for the full control effect; nearly all actives have a fitted effect of over 80% in size
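Inhibition of chaperonin ATP hydrolysis is measured as reduced ADP production, detected by competitive TR-FRET in which signal falls with ADP. Final enzyme 25 nM and ATP 10 uM, reacted 30 min at 37°C.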
GLP-1R inv ag – inverse agonists of human GLP-1 receptor; HEK293 GLP-1R CRE-luciferase, luminescence, 24 h; GLP-1R form is constitutively active; 410,000 tested, 1.6% active; Potency, µM (series often up to 38.3 µM), for inactives: at the top dose activity change, negative = inhibition, hits mostly inhibitors; P43220; AID 624417; note: potency is the fitted concentration of half-maximal effect; % is set by controls: 0 for no effect and ±100 for the full control effect; nearly all actives have a fitted effect of over 55% in size
Target sequence (P43220 whole entry, looked up): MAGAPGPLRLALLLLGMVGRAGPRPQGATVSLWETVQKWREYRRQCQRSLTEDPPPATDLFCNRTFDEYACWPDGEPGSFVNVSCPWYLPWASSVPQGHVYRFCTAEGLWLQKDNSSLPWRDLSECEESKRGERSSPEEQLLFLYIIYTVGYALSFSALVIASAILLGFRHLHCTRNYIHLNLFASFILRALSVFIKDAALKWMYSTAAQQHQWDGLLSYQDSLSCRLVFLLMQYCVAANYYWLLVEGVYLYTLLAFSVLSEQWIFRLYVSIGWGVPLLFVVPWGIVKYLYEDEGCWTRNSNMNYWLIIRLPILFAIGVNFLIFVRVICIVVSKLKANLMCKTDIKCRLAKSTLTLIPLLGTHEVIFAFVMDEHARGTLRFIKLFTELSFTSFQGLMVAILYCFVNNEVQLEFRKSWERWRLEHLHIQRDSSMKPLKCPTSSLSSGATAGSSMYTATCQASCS
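HEK293 cells stably co-expressing constitutively active GLP-1R and a cAMP-responsive luciferase reporter were seeded in DMEM with 10% Nu serum, given compounds after 12 h, and incubated 24 h at 37 deg C. Luminescence was then read.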
Abeta rescue – restores growth of yeast expressing A-beta42 peptide. Potency, µM (top dose mostly 46.1 µM), without a hit: at the top dose growth rescue, actives largely listed as activators. yeast expressing A-beta42, growth rescue, OD600, 48 h; response scale: 0% DMSO, 100% iron-clioquinol control. 410,000 tested, 0.063% active. AID 1347071; note: potency is the fitted concentration of half-maximal effect; nearly all actives have a fitted effect of over 55% in size
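Yeast A-beta toxicity model in growth medium with pinned compounds, 48 h at 30 C; growth read as absorbance at 600 nm. Normalized to FeCl3/clioquinol equimolar mix (positive) and DMSO (negative).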
PTHR1 ag – activates the human parathyroid hormone receptor PTHR1; Q03431; HEK293 GP2 PTHR1 cells, GloSensor cAMP luminescence, 1 h; Potency, µM (highest dose often 115 µM), inactives show at the highest dose activation, usual class: activators; 410,000 tested, 0.075% active; AID 743266; note: potency is the fitted concentration of half-maximal effect; nearly all actives have a fitted effect of over 55% in size; some results filed as inactive show a strong effect at the top dose; inactives centre near -15; many of its hits are not listed in these tables
Target sequence (Q03431 whole entry, looked up): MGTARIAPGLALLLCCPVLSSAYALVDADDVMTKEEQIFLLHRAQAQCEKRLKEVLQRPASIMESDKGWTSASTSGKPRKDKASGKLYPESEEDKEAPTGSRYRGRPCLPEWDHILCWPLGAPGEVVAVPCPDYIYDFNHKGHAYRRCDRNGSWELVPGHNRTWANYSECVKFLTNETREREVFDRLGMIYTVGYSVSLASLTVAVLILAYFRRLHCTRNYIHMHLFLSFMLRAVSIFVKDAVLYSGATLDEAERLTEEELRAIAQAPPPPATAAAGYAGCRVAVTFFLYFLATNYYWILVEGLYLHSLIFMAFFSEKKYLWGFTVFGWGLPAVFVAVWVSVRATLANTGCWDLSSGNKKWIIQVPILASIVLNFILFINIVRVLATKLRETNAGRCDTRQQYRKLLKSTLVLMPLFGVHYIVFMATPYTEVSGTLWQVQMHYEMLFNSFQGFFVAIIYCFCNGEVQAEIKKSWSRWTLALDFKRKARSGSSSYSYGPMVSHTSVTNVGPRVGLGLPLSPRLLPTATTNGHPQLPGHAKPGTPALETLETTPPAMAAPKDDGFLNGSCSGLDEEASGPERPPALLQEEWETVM
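HEK-293-derived GP2 cells expressing PTHR1 and a GloSensor cAMP reporter, 3,000/well, plated overnight, given luciferin plus IBMX (each 0.5 mM as added) for 1 h at 37 °C, then compound for 1 h at 37 °C. Luminescence was read after 15 min at room temperature.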
pAkt inh – inhibitors of Akt phosphorylation; Neuro2A IGF-stimulated pAkt S473 HTRF, 20 min; hits give low values; activity change, % for hits at 50 µM; 360,000 tested, 0.32% active; AID 651550; in the data active = activity change below about -80%; inconclusive = mostly about -51% to -80%; note: % is set by controls: 0 for no effect and ±100 for the full control effect
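Single-point screen (50 µM final compound) in Neuro2A cells stimulated 20 min with 6 nM IGF at 37 deg C. After lysis, Ser473-phosphorylated Akt read by HTRF (ex 330 nm, em 615/665 nm) as the 665/615 ratio.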
TDP-43 yeast inh – inhibitors of TDP-43 toxicity in yeast; Potency, µM (series often up to 46.1 µM), for the others: at the highest dose growth rescue (activation), actives largely listed as activators; 410,000 tested, 1.8% active; TDP-43 expressing yeast growth rescue, BacTiter-Glo, 24 h; note: potency is the fitted concentration of half-maximal effect; % of control where 0% means no effect; nearly all actives have a fitted effect of over 50% in size
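Growth rescue of TDP-43-toxic yeast measured as ATP luminescence (BacTiter-Glo). Cells grown to mid-log in raffinose, induced in galactose at OD600=0.02, exposed to compound 24 hr at 30 deg C.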
* marks the source's active call; other numbers are inactive results; i = inactive; ? = inconclusive; . = no result given; [ ] = dose if it differs, or a comment. Unless noted, calls come from the whole dose curve; as a rule, active = well fitted curve in the direction sought with a large enough effect; inconclusive = small, poorly fitted or top-dose-only effect, or another doubt; inactive = no such curve, though single readings can be large; an effect the other way counts as inactive or inconclusive. This is a subset, so the mix of outcomes need not match the whole.

no. | molecule | GLP1R cytotox | aSyn rescue | FUS yeast rescue | MmCpn inh | GLP-1R inv ag
1 | COc1ccc2c(c1)c1c(c(=O)n(-c3ccccc3)c(=O)n1CC(=O)Nc1ccc(F)cc1)n2C | -6% | . | 14% | . | 2%
2 | COc1ccc(S(=O)(=O)N2CCCCCC2)cc1NS(=O)(=O)c1cc(C(=O)O)cc(C)c1C | -4% | 1% | . | 1% | 15%
3 | COCCC(=O)N1CCC(Oc2ccc(C(=O)N3CCCC(COC)C3)cc2)CC1 (stereo not given) | -1% | 4% | 11% | -2% | -12%
4 | Cc1cccc(N2C(=O)CC(Sc3ncn[nH]3)C2=O)c1 (stereo not given) | -8% | 3% | 26% | 0% | -2%
5 | Cc1cccc(OCc2nc(C#N)c(NCCN(C)C)o2)c1 | -8% | 3% | -7% | -1% | 0%
6 | FC(F)(F)c1ccccc1Cc1c(-c2ccco2)nc2ccc(Br)cn12 | 1% | 16% | 27% | . | ?
7 | Cc1ccccc1OCc1nnc(SCC(=O)N2c3ccccc3Sc3ccc(Cl)cc32)o1 | -28% | 0% | 12% | 0% | 0%
8 | O=S(=O)(Nc1ccc(NS(=O)(=O)c2ccccc2)c2ccccc12)c1ccccc1 | -25% | 0% | -22% | . | ?
9 | CCCCC(=O)Nc1cccn2ncnc12 | -6% | -1% | 4% | 3% | -10%
10 | O=C(Nc1ncc2c(n1)-c1ccccc1CC2)c1ccccc1 | -6% | -1% | 6% | -1% | 2%
11 | COc1ccc(-c2csc(NC(=O)c3ccccc3C(=O)O)n2)cc1 | 2% | 1% | -5% | -1% | 12%
12 | Cc1ccc(S(=O)(=O)/N=C2\C=C(NS(=O)(=O)c3ccc(C)cc3)C(=O)c3ccccc32)cc1 | 15% | 2% | -33% | . | 33%[activator]

no. | Abeta rescue | PTHR1 ag | pAkt inh | TDP-43 yeast inh
1 | -10% | -22% | . | ?
2 | 3% | i | i | 24%
3 | -10% | i | i | 6%
4 | -6% | -10% | i | -51%[inhibitor][9.22 µM]
5 | 0% | i | i | ?
6 | -62%[inhibitor] | -13% | i | ?
7 | 2% | -11% | i | 22%
8 | 1% | -12% | i | 20%
9 | -23% | i | i | -20%
10 | -7% | -7%[57.5 µM] | i | 13µM*
11 | -1% | 1% | i | 16%
12 | -7% | -82%[inhibitor] | i | -24%

Record cards (already shown). Screens in order: GLP1R cytotox | aSyn rescue | FUS yeast rescue | MmCpn inh | GLP-1R inv ag | Abeta rescue | PTHR1 ag | pAkt inh | TDP-43 yeast inh
`Cc1cccc(OCc2nc(C#N)c(NCCN(C)C)o2)c1` is listed with -8% | 3% | -7% | -1% | 0% | 0% | i | i | ?
`FC(F)(F)c1ccccc1Cc1c(-c2ccco2)nc2ccc(Br)cn12` is listed with 1% | 16% | 27% | . | ? | -62%[inhibitor] | -13% | i | ?
`O=S(=O)(Nc1ccc(NS(=O)(=O)c2ccccc2)c2ccccc12)c1ccccc1` is listed with -25% | 0% | -22% | . | ? | 1% | -12% | i | 20%

(cont.)
no. | molecule | GLP1R cytotox | aSyn rescue | FUS yeast rescue | MmCpn inh | GLP-1R inv ag
13 | CN(C)CCC(O)(c1ccccc1)c1ccccc1 | -16% | -5% | -18% | 0% | -27%
14 | CC1(C)CC(=O)C(CC2C(=O)CC(C)(C)CC2=O)C(=O)C1 | 3% | -5% | -7% | -1% | 6%
15 | CC(=O)Nc1nc(SCC(=O)Nc2nnc(C)s2)[nH]c(=O)c1NC(=O)c1cccs1 | ? | -6% | -21% | 1% | 0%
16 | NC(=O)C1CCN(c2oc(/C=C/c3ccccc3)nc2S(=O)(=O)c2ccccc2)CC1 | -2% | -3% | -11% | -1% | 14%
17 | CC(C)(C)SCCNS(=O)(=O)c1ccccc1 | 4% | 1% | -9% | 0% | 0%
18 | CNC(=O)c1c(NC(=O)c2ccc(S(=O)(=O)N3CCCCC3C)cc2)sc2c1CCC2 (stereo not given) | 0% | -7% | 25% | . | 4%
19 | CCOCCCN1C(=O)CN(C2CCCCC2)C(=O)C1c1ccc(OCC)c(OC)c1 (stereo not given) | -8% | 3% | 18% | -1% | 0%
20 | Cc1cccc(C(=O)OCC(=O)Nc2ccc(N3CCCCC3)cc2)c1O | 3% | -1% | 24% | -4% | 8%
21 | Cc1cccc(C)c1N(CC(=O)N1CCN(C)CC1)S(C)(=O)=O | -6% | -4% | 25% | -3% | 1%
22 | CCOC(=O)N1CCN(C(=O)CSCC(=O)Nc2nc(-c3ccc(OC)cc3)cs2)CC1 | -6% | -1% | 24% | 0% | 0%
23 | O=C(Nc1ccc2ccccc2n1)c1ccccc1Br | -7% | -15% | -7% | 1% | ?
24 | CCc1nn(CC(=O)NCCN2CCN(C)CC2)c(=O)c2cc3c(OC)cccc3n12 | 6% | 5% | -7% | -6% | 9%

no. | Abeta rescue | PTHR1 ag | pAkt inh | TDP-43 yeast inh
13 | 2% | -23% | i | -25%
14 | -13% | i | i | -9%
15 | 4% | i | i | -17%
16 | 6% | i | i | -19%
17 | -15% | -4%[57.5 µM] | i | 0%
18 | -4% | i | . | -5%
19 | 13% | -19%[57.5 µM] | i | -19%
20 | 4% | i | i | -7%
21 | 1% | i | i | 0%
22 | 10% | i | i | -31%[inhibitor]
23 | ? | -13% | i | -10%
24 | -10% | i | . | 14%

Next entries.
no. | molecule | GLP1R cytotox | aSyn rescue | FUS yeast rescue | MmCpn inh | GLP-1R inv ag
25 | O=C(Nc1cccc(F)c1)/C(=C\c1ccco1)NC(=O)c1ccco1 | -2% | 9% | 23% | 2% | 9%
26 | O=C(NCCCn1ccnc1)C(=O)c1c[nH]c2ccccc12 | 1%[0.307 µM] | -3% | 6% | 1% | -1%[0.307 µM]
27 | CCC(C)(C(=O)NC1CCCCC1)N(C(=O)c1ccccn1)c1ccccc1 (stereo not given) | 11% | 7% | 21% | -2% | -5%
28 | COc1ccc(C(=O)N2CCN(c3ccc([N+](=O)[O-])c(-n4nc(C)cc4C)c3)CC2)cc1 | 5%[1.53 µM] | 5% | 31% | 1% | -17%
29 | Cc1ccccc1Nc1nnc(SCC(=O)NC2CCCc3ccccc32)s1 (stereo not given) | -1% | 10% | 18% | 0% | -29%
30 | COC(=O)c1cccc(NC(=O)COC(=O)CSc2nc(C)cc(C)n2)c1 | 5% | -1% | 28% | 1% | -2%
31 | CS(=O)(=O)Oc1ccccc1/C=C1/N=C(c2ccc(F)cc2)OC1=O | -5% | 0% | . | 0% | 12%
32 | O=C(NCc1ccco1)c1cc(-c2ccccn2)nc2ccccc12 | 1% | 4% | 0% | -5% | -4%
33 | COc1ccc(S(=O)(=O)NC2CC(=O)N(c3ccc(C)c(C)c3)C2)cc1C (stereo not given) | -18% | 5% | 11% | 2% | ?
34 | CCN(CCO)c1nc(SC)nc2c1sc1nc(-c3ccco3)c3c(c12)CCC3 | 12% | 8% | . | -14% | -21%
35 | Cc1ccc(NC(=O)CCc2nnc3ccc(NCc4ccco4)nn23)cc1 | 3% | -2% | 22% | 1% | 35%[activator]
36 | COc1ccc(-c2nnc(SCC(=O)Nc3cccc(Cl)c3C)nc2-c2ccc(OC)cc2)cc1 | -12% | . | -3% | . | -1%

no. | Abeta rescue | PTHR1 ag | pAkt inh | TDP-43 yeast inh
25 | 20% | -24% | i | -5%
26 | 7% | -13% | i | 12%
27 | -7% | i | i | 10%
28 | 4% | -3% | i | 16%
29 | 15% | -19% | i | 22%
30 | 0% | -20%[57.5 µM] | i | -1%
31 | 9% | i | i | 4%
32 | -2% | -5%[57.5 µM] | i | -16%
33 | 19% | i | i | 9%
34 | -5% | -28% | i | 10µM*
35 | -1% | i | i | -4%
36 | 6% | i | . | 17%

The list goes on:
no. | molecule | GLP1R cytotox | aSyn rescue | FUS yeast rescue | MmCpn inh | GLP-1R inv ag
37 | COC(=O)c1[nH]c(C)c(/C(O)=C2\C(=O)C(=O)N(CCN(C)C)C2c2cccs2)c1C (stereo not given) | -2% | -5% | 6% | -5% | -1%
38 | CC(=O)c1cc(C(=O)N2CCCC(CCC(=O)N(C)CCc3ccccn3)C2)cs1 (stereo not given) | 1% | -5% | 5% | 0% | 11%
39 | Cc1ccc(-c2ccnc3cc(C)nn23)cc1 | 41%[activator] | 8% | -31% | -1% | 12%
40 | O=C(O)CC(NC(=O)c1ccncc1)c1ccccc1 (stereo not given) | 2% | -5% | 7% | 2% | 7%
41 | CCc1nc2c(OCc3ccc(OC)cc3)cccn2c1N(C)C(=O)c1ccco1 | -2% | -5% | 2% | . | 7%
42 | COc1ccccc1NC(=O)CSc1ncc2c(n1)-c1ccccc1N(Cc1ccccc1C)S2(=O)=O | -6% | . | 15% | . | -5%
43 | CN(C)S(=O)(=O)c1cccc(-c2nn(-c3ccccc3)cc2/C=C2\SC(=S)N(CC(=O)O)C2=O)c1 | -20% | 2% | 18% | -1% | 37%[activator]

no. | Abeta rescue | PTHR1 ag | pAkt inh | TDP-43 yeast inh
37 | -14% | i | i | 0%
38 | -2% | 3% | i | -4%
39 | -19% | -8% | i | 20µM*
40 | -5% | i | i | -23%[9.22 µM]
41 | -1% | i | i | ?
42 | -5% | -14% | . | 16%
43 | 6% | 5% | i | -6%

High-throughput results: PubChem, National Center for Advancing Translational Sciences (NCATS)
